# Source: PubChem
# sgs1 mgt1: NCI yeast anticancer drug screen, S. cerevisiae sgs1 mgt1 strain; % growth inhibition at 50 µM; 78,000 compounds, 10% hits;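 further: 0% = growth of vehicle-only cultures of the same strain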
#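 Yeast cells carrying a defined DNA-repair defect were exposed to test compounds. Growth inhibition was measured relative to vehicle-treated controls.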
# cln2 rad14: NCI yeast anticancer drug screen, S. cerevisiae cln2 rad14 strain | % growth inhibition at 50 µM | 78,000 compounds, 8.3% hits | AID 165;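 further: 0% = growth of vehicle-only cultures of the same strain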
#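 The screen exposed genetically defined yeast (cln2 rad14) to test compounds and scored growth inhibition relative to vehicle-treated controls.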
# yeast mlh1 rad18: NCI yeast anticancer drug screen, S. cerevisiae mlh1 rad18 strain | AID 175 | 79,000 compounds, 11% hits | growth inhibition, % at 50 µM;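 further: 0% = growth of vehicle-only cultures of the same strain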
#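 Yeast w/ defined DNA-repair lesions; compound exposure; growth vs vehicle controls → % inhibition.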
# yeast mec2-1: NCI yeast anticancer drug screen, S. cerevisiae mec2-1 strain; % growth inhibition at 50 µM; 79,000 compounds, 9% hits; AID 157;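 further: 0% = growth of vehicle-only cultures of the same strain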
#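 Cells of the genetically defined mec2-1 yeast strain are incubated with test compound. Inhibition of growth is calculated against vehicle-treated controls.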
# rad50: NCI yeast anticancer drug screen, S. cerevisiae rad50 strain; % growth inhibition at 50 µM; 79,000 compounds, 10% hits;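 further: 0% = growth of vehicle-only cultures of the same strain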
#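 Compounds were tested on a yeast strain with an engineered DNA damage repair alteration; the reported value is growth inhibition normalised to vehicle treatment.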
# yeast bub3: NCI yeast anticancer drug screen, S. cerevisiae bub3 mutant strain | AID 167 | % growth inhibition at 50 µM | 78,000 compounds, 9.9% hits;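 further: 0% = growth of vehicle-only cultures of the same strain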
#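 Part of a panel of yeast mutants defective in DNA damage repair or cell cycle regulation. Each strain is grown with compound, and inhibition is calculated relative to solvent-treated cultures.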
# Numbers without * were called inactive; . = no result given; & = joins results of further samples. No stated cut-off is given here; in the data, active means growth inhibition above about 70%; inactive means the rest. This is a subset; count on the stated rates, not on these rows.
# Every second line gives: sgs1 mgt1, cln2 rad14, yeast mlh1 rad18, yeast mec2-1, rad50, yeast bub3
- C#CC[As+](c1ccccc1)(c1ccccc1)c1ccccc1
    93*, 89*, 89*, 92*, 88*, 91*
- NC(N)=N/N=C/C(=N\N=C(N)N)C(O)C(O)C(O)C(O)CO (stereo unspecified)
    32&-16, 15&-23, 16&-22, -4&-21, 44&-10, 7&-4
- C=CC(=O)NCNC(=O)C=C
    -4&9, 4&11, -3&-16, 2&19, 5&22, -11&5
- CC1C(C)(C)P(=O)(Oc2cccc3cccnc23)C1(C)C (stereo unspecified)
    85*, 65, 57, 65, 83*, 99*
- COc1ccc(-n2c(=S)[nH]c3ccccc3c2=O)cc1
    ., ., 5, -10, -10, .
- O=P(Nc1ccccc1)(Oc1ccccc1)N1CCN(c2ccccc2)CC1 (stereo unspecified)
    84*, 86*, 87*, 81*, 71*, 87*
- CCOc1c(Br)cc(/C=C/[N+](=O)[O-])cc1OC
    84*, 77*, 91*, 76*, 70, 79*
- CC1C2C=CC1C(c1c3ccc(=O)cc-3oc3cc(O)ccc13)C2C(=O)O (stereo unspecified)
    ., ., 21, 2, -5, .
- CC(=O)C(C(C)=O)C(=O)c1ccc([N+](=O)[O-])cc1.[Cr]
    6, -55, 23, 10, -24, 28
- CN1CCN(C)C12C=CC=CC21CC1
    0, -2, 6, -5, -2, -7
- O=c1[nH]ncc(Cl)c1Cl
    -6&11, -21&13, -14&18, 9&15, -8&21, -26&-6
- CC(=O)OC1(C)CC(C)C(=O)C(C(O)CC2CC(=O)NC(=O)C2)C1 (stereo unspecified)
    94*, 92*, 92*, 94*, 93*, 93*
- O=NN(c1ccccc1)c1ccccc1
    -9, -22, 34, 10, 12, -10
- CNC(=O)O/N=C/c1ccc([N+](=O)[O-])cc1
    4, 15, -7, 5, -18, -6
- CC12CCC3C(CCC4CC(Cl)CCC43C)C1CCC2=O (stereo unspecified)
    6, -59, -5, 8, 10, -6
- C[C@]12C=CC(=O)C=C1CC[C@@H]1[C@@H]2C(=O)C[C@]2(C)C(=O)CC[C@@H]12
    2, -2, 5, -19, -11, -4
- C=CC1CN2CCC1CC2C(O)c1ccnc2ccccc12 (stereo unspecified) (tested in a mixture with another compound)
    -5, -4, 2, -17, -4, -1
- O=C(NC1CC1)C(Cl)Cl
    6, 11, -1, -25, 0, -16
- N#CCC(=O)[O][Sn]([c]1ccccc1)([c]1ccccc1)[c]1ccccc1
    99*, 98*, 99*, 98*, 98*, 98*
- CC(C)[C@]12O[C@H]1[C@@H]1O[C@]13[C@]1(O[C@H]1C[C@H]1C4=C(C(=O)OC4)[C@@H](O)C[C@@]13C)[C@@H]2O
    6, -6, -13, -18, -8, 0
- CC(C)(C)CC(C)(C)c1ccc(O)cc1
    100*, 100*, 100*, 100*, 100*, 98*
- O=C1C(NCCO)=C(N2CC2)C(=O)C(NCCO)=C1N1CC1
    0, -34, -30, -10, -18, 8
- CC(Br)C(=O)C(CCN(C)C)(c1ccccc1)c1ccc(Br)s1 (stereo unspecified)
    1, 81*, 12, 1, 4, 16
- CC1=C(N2CC2)C(=O)c2ccccc2C1=O
    43, -7, 46, 20, 54, -8
- O=P(N1CCCCCC1)(N1CC1)N1CC1
    -11, 4, 6, 11, -2, -3
- CCCCNC(=O)C1CC2c3cccc4[nH]c(Br)c(c34)CC2N(C)C1 (stereo unspecified)
    -7, -10, -16, 4, -16, -2
- CCCCC1CCCCCCc2[nH]c(/C=C3\N=C(c4ccc[nH]4)C=C3OC)cc21 (stereo unspecified)
    85*, 81*, 81*, 86*, 82*, 82*
- [CH3][Sn]([CH3])([n]1cnc(N)nc1=O)[n]1cnc(N)nc1=O
    -10, -1, -60, 0, 5, -3
- CC(=O)OC1CCC2(C)C(CCC3C4CCC(=O)C4(C)CCC32)C1 (stereo unspecified)
    -11, -23, 6, 4, 11, -5
- O=S(=O)(c1cc(Cl)c(O)c(Cl)c1)c1cc(Cl)c(O)c(Cl)c1
    10, 16, 25, 15, 6, -5
- Cc1ccc(NC(=O)C(Cl)(Cl)Cl)cc1
    -11, -36, -4, 2, 10, -4
- Nc1ccc([As](=O)(O)O)cc1C(=O)O
    -7, -11, -2, -19, -16, 7
- COc1ccc2c3c([nH]c2c1)C(C)N(C)CC3 (stereo unspecified)
    -11, -5, -17, 2, 16, 43
- O=C1NC2(CN3CCC2CC3)C(=O)N1CN(Cc1ccccc1)c1ccccc1 (stereo unspecified)
    -17, -19, 14, 3, 9, -16
- Cn1cc([N+](=O)[O-])c([N+](=O)[O-])c1
    -12, -75, 1, 2, -4, -6
- CCCCCOP(=O)(OCCCCC)C(=O)Nc1ccc([N+](=O)[O-])cc1
    -5, -3, 11, 5, -13, -2
- CC(Cc1ccc(O)cc1)NCC(O)c1cc(O)cc(O)c1 (stereo unspecified)
    7, -8, 7, 13, 10, 16
- O=c1oc2ccccc2c(O)c1C(c1ccc2c(c1)OCO2)c1c(O)c2ccccc2oc1=O
    35, 7, 28, -5, -6, 4
- CC1=C(C)C(=O)O[C@@H]([C@](C)(O)[C@]2(O)CC[C@@]3(O)[C@@H]4C[C@H]5O[C@]56[C@@H](O)C=CC(=O)[C@]6(C)[C@H]4CC[C@]23C)C1
    11, 13, 13, 25, 15, 20
- Cc1c([N+](=O)[O-])oc2ccc3ccccc3c12
    84*, 97*, 95*, 95*, 87*, 12
- CCOC(=O)CN(Cc1ccccc1)Cc1c(C(=O)c2ccccc2)c2ccccc2n1C(=O)c1ccccc1
    -11, -75, -19, -12, 4, -17
- CCOc1c(Br)cc(/C=C(\C)[N+](=O)[O-])cc1OC
    87*, 93*, 80*, 78*, 62, 72*
- NC(Cc1ccccc1)P(=O)(O)O (stereo unspecified)
    -26, 17, -11, -35, -21, -22
- Cc1ncc(CNC(=O)N(CCCl)N=O)c(N)n1
    6, -10, 32, -7, 0, -4
- CC1N=C(c2ccccc2)C2(c3ccccc3)C(C)N12 (stereo unspecified)
    -8, -29, 6, 7, -7, -10
- O=C(COc1ccc(Cl)cc1C(=O)O)Nc1cccc(NC(=O)Nc2cccc(S(=O)(=O)F)c2)c1
    -13, -18, 12, -13, 2, 2
- CC(=O)OC1C2CCC1C1C2C2(Cl)C(Cl)=C(Cl)C1(Cl)C2(Cl)Cl (stereo unspecified)
    0, 16, 4, -3, 2, -1
- O=c1c2ccccc2nc(-c2ccccc2Cl)n1-c1nnc(C(F)(F)F)s1
    18, 6, -6, -13, -14, -13
- CCOC(=O)c1ccccc1C(=O)OCC
    -10, 6, 11, -3, 6, 0
- CN1c2ccccc2NP1(=S)c1ccccc1 (stereo unspecified)
    95*, 40, 83*, 80*, 69, 56
- C(#CCN1CCCCC1)CN1CCCCC1
    21, 17, -1, 26, 42, 14
- C[N+](C)(C)CC1CCC(C[N+](C)(C)C)C1=O (stereo unspecified)
    -4, 16, -14, -1, -2, 28
- O=C(Oc1c(Cl)cc(S(=O)(=O)F)cc1Cl)c1ccccc1Cl
    3, 10, 2, -1, 20, 6
- O=[N+]([O-])c1ccc([Se]c2ncccn2)c([N+](=O)[O-])c1
    -19, -9, 0, 2, -15, -3
- Cc1ccc(N2CC=C(c3ccccc3)OP2(=O)N2CC2)cc1 (stereo unspecified)
    25, 31, -9, 35, 8, 33
- COc1ccc(C(CC(=O)O)CC(=O)c2ccc(N(CCCl)CCCl)cc2)cc1 (stereo unspecified)
    25, 75*, 69, 23, 54, 87*
- Cc1ccc([NH-])cc1C.Cc1ccc([NH-])cc1C.[Cl][Pt+2][Cl]
    62, -32, 82*, 20, 34, 11
- Sc1nc2ccccc2s1 (tested in a mixture with another compound)
    1, -11, 29, -1, -15, 24
- CC1OC2COC(C)OC2C(C2CN2)O1 (stereo unspecified)
    -4, -35, 8, 10, -2, -6
- CCCCNC(=O)C1C=C2c3cccc4[nH]cc(c34)CC2N(C)C1 (stereo unspecified)
    -12, -35, -3, -14, -2, 5

# (further entries)
# Every second line gives: sgs1 mgt1, cln2 rad14, yeast mlh1 rad18, yeast mec2-1, rad50, yeast bub3
- c1ccc2c(c1)oc1ccccc12
    7, -65, -4, 11, 2, 4
- CC(C)NCc1ccccc1
    20, 10, -6, -12, -4, 7
- O=P1(N(CCCl)CCCl)Oc2ccc(Cl)cc2Sc2c(ccc(Cl)c2Cl)O1 (stereo unspecified)
    40, 41, 47, 8, 44, 35
- CCCCC(CC)COP(OCC(CC)CCCC)OCC(CC)CCCC.[Cl][Sn][Cl] (stereo unspecified)
    15, -10, 21, 16, -8, -6
- CC(C)CNC12CN3CN(CN(C3)C1)C2
    -6, -28, -24, -11, -9, -5
- COC(=O)C1(c2ccccc2)OP2(N(C)C)(OCCN2C)OC1(C(=O)OC)c1ccccc1 (stereo unspecified)
    -6, 22, -8, -5, -33, 7
- O=C(COc1cccc(Cl)c1)NCc1ccccc1NC(=O)Nc1cccc(S(=O)(=O)F)c1
    -12, -15, 5, -6, 12, -3
- C[N+](C)(C)NP(=O)(N[N+](C)(C)C)c1ccccc1
    -19, 12, -11, -8, 3, 2
- O=C(OCCOc1ccccc1)C(Cl)(Cl)Cl
    11, -9, 3, -7, -6, 12
- CC(C)(C)c1ccc(OP(=O)(Oc2ccc(C(C)(C)C)cc2)Oc2ccc(C(C)(C)C)cc2)cc1
    11, -18, 38, -1, 34, 4
- CCC(Cl)COP(=O)(OCC(Cl)CC)O/C(C)=C(\C)OP(=S)(OCC(Cl)CC)OCC(Cl)CC (stereo unspecified)
    94*, 99*, 97*, 93*, 87*, 99*
- OC1CC2c3ccccc3C1C1CCCCN21 (stereo unspecified)
    3, 36, 20, -9, 4, 13
- CCOP(=O)(Oc1ccc([N+](=O)[O-])cc1)c1ccccc1C(C)C (stereo unspecified)
    96*, 96*, 97*, 91*, 91*, 97*
- CC1(C)C2CC[C@@]1(C)C(=O)C2Br (stereo partly specified)
    -2, 8, -9, 26, 25, 24
- CN(C(=O)CCl)c1ccccc1
    8, 11, 27, 14, 15, 10
- Cc1ccc(NC(=O)CCc2ccc(N3C(N)=NC(N)=NC3(C)C)cc2Cl)cc1S(=O)(=O)F
    64, -5, 15, 72*, 55, -26
- CC[CH2][Pb]([CH2]CC)([CH2]CC)[O]C(C)=O
    94*, 91*, 91*, 93*, 91*, 91*
